# Luc counter = Kinase-Glo luciferase inhibition (counter-screen); Kinase-Glo luciferase, ATP luminescence, 8 min; Potency, µM (series often up to 38.3 µM), without a hit: top-dose activity change, negative = inhibition, most hits filed as inhibitors; actives 0.28% (n = 200,000); AID 1379; also: potency is read from the fitted curve at half-maximal effect; % is scaled to controls: 0 for no effect and ±100 for the full control effect; nearly all actives have a fitted effect of over 60% in size
#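 Luminescence was the read-out, taken after 8-minute incubation at ambient temperature. Luciferase turned over luciferin with 10 uM ATP in imidazole pH 7.2 buffer containing KCl, MgCl2, Tween 20 and BSA.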
# CBFb RUNX1 block = blocks binding between human CBF-beta and RUNX1; Q01196+Q13951; AlphaScreen CBFb-His/RUNX1-biotin binding, biochemical; Potency, µM (highest dose often 59.8 µM), without a hit: at the highest dose activity, negative = inhibition, actives largely listed as inhibitors; 230,000 tested, under 10 active; AID 1477; also: % of control where 0% means no effect
# Target sequence (Q01196 whole entry, looked up): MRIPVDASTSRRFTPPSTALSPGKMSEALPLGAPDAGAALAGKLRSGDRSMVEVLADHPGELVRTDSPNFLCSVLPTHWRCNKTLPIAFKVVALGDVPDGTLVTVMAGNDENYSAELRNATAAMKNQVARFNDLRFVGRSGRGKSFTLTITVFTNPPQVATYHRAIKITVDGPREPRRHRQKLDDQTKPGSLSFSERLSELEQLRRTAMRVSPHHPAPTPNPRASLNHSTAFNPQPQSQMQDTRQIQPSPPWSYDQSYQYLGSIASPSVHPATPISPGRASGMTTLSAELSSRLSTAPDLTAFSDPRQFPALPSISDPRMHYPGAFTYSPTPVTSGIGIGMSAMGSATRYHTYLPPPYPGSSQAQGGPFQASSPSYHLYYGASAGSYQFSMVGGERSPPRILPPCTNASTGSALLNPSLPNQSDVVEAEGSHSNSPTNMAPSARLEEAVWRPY
# Target sequence (Q13951 whole entry, looked up): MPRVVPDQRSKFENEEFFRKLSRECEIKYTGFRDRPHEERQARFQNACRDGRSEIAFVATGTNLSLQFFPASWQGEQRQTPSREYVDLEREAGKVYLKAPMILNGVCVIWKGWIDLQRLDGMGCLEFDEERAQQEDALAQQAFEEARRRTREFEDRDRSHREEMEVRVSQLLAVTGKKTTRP
#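 Bead-based AlphaScreen assay; binding partners His-tagged CBF-beta and biotinylated RUNX1 at 30 nM each. Compound exposure 15 min after a 20-min protein preincubation; bead step 90 min; all steps at room temperature.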
# HTT aggregate = inhibitors of mutant huntingtin aggregate formation in PC12 cells. PC12 HttQ103-GFP aggregates, Acumen cytometry, 40 h. Potency, µM (titrated, usually from 46.1 µM), without a hit: at the highest dose activity change, negative = inhibition, actives largely listed as inhibitors. actives 1.1% (n = 220,000). AID 1688; also: potency is read from the fitted curve at half-maximal effect; % is scaled to controls: 0 for no effect and ±100 for the full control effect; nearly all actives have a fitted effect of over 60% in size
#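 Aggregate formation scored by laser-scanning cytometer (488 excitation, 500–530 emission) in lysed PC12 cells expressing Q103-GFP after 100 nM tebufenozide induction; library tested in dose series, with ATPLite reagent added in the multiplex.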
# Lamin A splicing = LMNA splicing modulation. AID 1487. Potency, µM (series often up to 46.1 µM), inactives show at the top dose ratio change, negative = inhibition, usual class: inhibitors. HeLa LMNA splicing GFP/RFP minigene ratio, 48 h. actives 0.01% (n = 200,000); active = well fitted inhibition curve with a large enough effect in the signal ratio, with a control signal flat, not every such curve was filed as active; inconclusive = small, poorly fitted or top-dose-only effect, or effect the other way, or a change in a side signal; the % refers to the signal ratio; also: potency is read from the fitted curve at half-maximal effect; % is scaled to controls: 0 for no effect and ±100 for the full control effect
#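 S3 HeLa cells stably expressing lamin A-EGFP splicing minigene plus DsRed2, 600 cells/well, 48 h compound exposure at 37C. Laser-scanning cytometry; analysed as GFP (500-530 nm)/RFP (575-640 nm) total intensity ratio; 0.5% DMSO vehicle.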
# HTT ATP protect = protects HTT-Q103 PC12 cells, measured by ATP; Potency, µM (highest dose often 56.4 µM), without a hit: cytoprotection (ATP increase), most hits filed as activators; PC12 HTT-Q103 induced, cytoprotection, ATP luminescence, 40 h; actives 0.14% (n = 230,000);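 also: potency is read from the fitted curve at half-maximal effect; % of control where 0% means no effect; nearly all actives have a fitted effect of over 45% in size; toxic huntingtin expression switched on by the ecdysone agonist tebufenozide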
#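 PC12 cells stably carrying ecdysone-inducible Htt exon 1 (Q103)–GFP were induced with 100 nM tebufenozide (final) alongside library compounds in a dose series. Cytoprotection was scored as retained ATP by ATPlite luminescence.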
# IMPase Li cell = membrane-permeable IMPase blocker, potentiated with lithium; CHO-M1 cells, IP1 TR-FRET (IP-One), carbachol + lithium; Potency, µM (titrated, usually from 59.4 µM), for the others: at the highest dose activity, negative = IMPase inhibition, most hits filed as inhibitors; actives 0.35% (n = 210,000);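 also: IP1 builds up when IMPase is blocked and the TR-FRET signal falls; potency is read from the fitted curve at half-maximal effect; plate controls were basal vehicle for no effect and high inhibitor control for full effect; nearly all actives have a fitted effect of over 50% in size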
#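 IP1 accumulation measured by competitive TR-FRET in lysed CHO-M1 cells after 30 min compound exposure at 37C, with a small lithium addition to potentiate weak responses. Hill-equation AC50 from ratio and donor-channel data.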
# SMN2 splice up = enhancers of SMN2 splice variant expression; HEK293 SMN2-luciferase splicing reporter, luminescence, 30-36 h; Potency, µM (highest dose often 46.1 µM), inactives show at the highest dose activity change, positive = activation, actives largely listed as activators; actives 2.8% (n = 210,000); AID 1458; also: potency is read from the fitted curve at half-maximal effect; % of control where 0% means no effect; nearly all actives have a fitted effect of over 55% in size
#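 HEK293 cells carry an SMN2 minigene-luciferase reporter in which exon 7 inclusion puts luciferase in frame. Cells were seeded at 2000 cells/well, attached for 10-12 hours, then exposed to compounds for 30-36 hours at 37C before ONE-Glo luminescence.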
# Active calls of the source: *; ? = inconclusive; / = not tested or not shown; & = joins results of further samples; [ ] = remark or other dose. Unless noted, calls follow the shape of the dose curve; as a rule, active = well fitted curve in the direction sought with a large enough effect; inconclusive = small, poorly fitted or top-dose-only effect, or another doubt; inactive = no such curve, though single readings can be large; an effect the other way counts as inactive or inconclusive.
SMILES,Luc counter,CBFb RUNX1 block,HTT aggregate,Lamin A splicing,HTT ATP protect,IMPase Li cell,SMN2 splice up
CCCCn1c(O)c(C(C)=NCCN2CCOCC2)c(=O)[nH]c1=O,-3%,1%,13%,-2%,17%,-11%[38.3 µM],-34%[inhibitor]
O=C1N(c2ccc(Cl)cc2)C(c2cccnc2)N2CCCN12 (stereo not given),-2%,0%,-9%,9%[46 µM],-5%,-3%,-9%
C[C@@H]1CC[C@H]2[C@@H](C)C(=O)O[C@@H]3OC4(C)CC[C@@H]1C32OO4 (stereo not given in full),-1%,-6%,3.2µM*,/,-154%[inhibitor],-5%,-27%
N[C@@]1(C(=O)O)CC[C@H](C(=O)O)C1,-2%&0%&0%,1%&-2%&9%[21.7 µM],/,/,-11%&-27%&-4%,8%&4%&12%,/
COCCCn1c(N)c(C(=O)Nc2sc3c(c2C(=O)OC)CCCC3)c2nc3ccccc3nc21,-5%,3%,-7%,?,-41%[inhibitor],?,-8%
CCOP(=O)(OCC)C(c1ccccc1)N(C)C=O (stereo not given),/,7%,-12%,?,-23%,/,/
Cc1ccc(NC(=S)NCCc2cnc[nH]2)cc1C,-2%,-2%,16%,/,-4%[10 µM],4%,4%
CC(O)C1CCC2C3CCC4CC(O)CCC4(C)C3CCC12C (stereo not given),/,/,12%,?,-86%[inhibitor],/,/
Nc1c(C(=O)OCc2ccccc2)c2nc3ccccc3nc2n1Cc1cccs1,0%,?,-29%,23%,9%,34%[38.3 µM],-14%
C[C@]12C=CC(=O)C=C1CCC1C2=CC[C@]2(C)[C@@H](C(=O)CN3CCN(c4cc(N5CCCC5)nc(N5CCCC5)n4)CC3)CC[C@@H]12 (stereo not given in full),-1%,-7%,/,?,/,3%,-12%
COC(=O)[C@@]1(Cc2ccccc2)[C@H]2c3cc(C(=O)N(C)C)n(C)c3C[C@H]2CN1C(=O)c1ccccc1,0%,-1%,/,/,-9%,4%,-2%
c1ccc2c(c1)OCC(C1=NCCN1)O2 (stereo not given),11%&-2%,?,17%&8%,?,16µM*,8%&12%&12%,-15%&-11%&-2%

# Next section; the last 4 above are carried over.
SMILES,Luc counter,CBFb RUNX1 block,HTT aggregate,Lamin A splicing,HTT ATP protect,IMPase Li cell,SMN2 splice up
Nc1c(C(=O)OCc2ccccc2)c2nc3ccccc3nc2n1Cc1cccs1,0%,?,-29%,23%,9%,34%[38.3 µM],-14%
C[C@]12C=CC(=O)C=C1CCC1C2=CC[C@]2(C)[C@@H](C(=O)CN3CCN(c4cc(N5CCCC5)nc(N5CCCC5)n4)CC3)CC[C@@H]12 (stereo not given in full),-1%,-7%,/,?,/,3%,-12%
COC(=O)[C@@]1(Cc2ccccc2)[C@H]2c3cc(C(=O)N(C)C)n(C)c3C[C@H]2CN1C(=O)c1ccccc1,0%,-1%,/,/,-9%,4%,-2%
c1ccc2c(c1)OCC(C1=NCCN1)O2 (stereo not given),11%&-2%,?,17%&8%,?,16µM*,8%&12%&12%,-15%&-11%&-2%
CCCCC/C=C\C/C=C\C/C=C\C/C=C\CCCC(=O)N(Cc1ccc(O)c(Cl)c1)Cc1ccc(O)c(Cl)c1,-7%[39.9 µM],10%,/,/,-35%,10%,/
Cc1ccc2c(Cl)cc(Cl)c(OCC(=O)N(C(C)C)C(C)C)c2n1,6%,-2%,?,1%[46 µM],-48%[inhibitor],0%,-1%
CCCCC/C=C\C/C=C\C/C=C\CCCCC(=O)NCCc1ccc(O)c(O)c1,-2%,6%,/,/,-22%,13%,13%
Cc1cc(/C=C2\C(=O)NC(=O)N(c3cccc(F)c3)C2=O)c(C)n1-c1cc(C(=O)O)cc(C(=O)O)c1,3%,-24%,10%,14%[46 µM],10%[10 µM],6%,1%
CC(C)C[C@H]1C(=O)N2CCCC2[C@]2(O)O[C@](NC(=O)[C@@H]3C=C4c5cccc6[nH]c(Br)c(c56)C[C@H]4N(C)C3)(C(C)C)C(=O)N12 (stereo not given in full),-3%,?,14%,?,?,10%&3%,-17%&-46%
O=C(c1csnn1)N1CCC2(CC1)CN(Cc1ccncc1)C2,-3%,/,/,/,-15%,13%,-2%
COC(=O)C1C2c3ccccc3OC1(C)N=c1s/c(=C/c3cnn(C)c3)c(=O)n12 (stereo not given),-1%,12%,1%,9%,5%,36%[38.3 µM],28%
CCC1=C(C)C(N2CCOCC2)=NP(N2CCOCC2)(N2CCOCC2)=N1,-3%,0%,10%,8%,9%,-6%[38.3 µM],-18%
Cc1c(C(=O)c2cccc3ccccc23)c2cccc3c2n1[C@@H](CN1CCOCC1)CO3,-1%[39.9 µM],-26%,/,/,-73%[inhibitor],1%,/
COc1cc(/C=C2/C(=O)NC(=O)N(c3ccccc3)C2=O)ccc1O,-3%,5%,-3%,-1%,/,0%,-11%
CCCCn1c(O)c(C(C)=NCc2cccnc2)c(=O)[nH]c1=O,/,1%,-18%[9.22 µM],/,-11%[10 µM],/,/
COCCCNC(=O)c1c(NC(=O)c2ccccc2Cl)n(Cc2ccccc2)c2nc3ccccc3nc12,-1%,30%,-21%,-8%,5%[10 µM],?,3%
BrCC(Br)(Br)Br,/,-23%[21.7 µM],/,/,-27%,22%,-2%
COc1c(C)cc(C(=O)C2CCCN(Cc3cnc(C)s3)C2)cc1C (stereo not given),/,3%,-6%[9.22 µM],/,22%[10 µM],17%,/
O=C1NC(=O)C(=Cc2ccc3ccccc3c2)C(=O)N1,/,13%,-4%[9.22 µM],/,5%[10 µM],/,/
CC(=O)OCC1=C(C(=O)O)N2C(=O)[C@@H](N)[C@@H]2SC1,5%[17.1 µM],13%[21.7 µM],28%[20.6 µM],-6%,3%[40.3 µM],-11%,-4%[20.6 µM]
COc1cc(CN2CCN(c3cc(C)ccc3C)CC2)ccc1O,3%,0%,10µM*,?,-161%[inhibitor][0.074 µM],4%[38.3 µM],13%
COC(=O)C(c1ccccc1)C1CCCCN1 (stereo not given),/,1%[21.7 µM],25%,?,4%,5%,-5%
O=C1NC(=O)C(=Cc2ccsc2)C(=O)N1,-3%,8%,5%[9.22 µM],/,-8%[10 µM],-2%,/
Cc1cc(C)cc(N2C(=O)NC(=O)/C(=C\c3cccn3-c3ccc(Cl)cc3)C2=O)c1,-1%,24%,-17%,-1%,-12%,35%[activator][38.3 µM],-2%
COc1cccc(Oc2c(C)oc3cc(OC(=O)N(C)C)ccc3c2=O)c1,1%,11%,?,?,-4%[0.074 µM],?,0%
COC(=O)CSc1cc([N+](=O)[O-])cc2c1c(C1OCCO1)nn2-c1ccccc1,3%,14%,23%,?,/,-1%,-10%
COc1ccc2[nH]c3c(c2c1)CCNC3,-4%,?,/,?,0%[1.9 µM],3%,-12%
CC(C)(CN)CC(=O)O,/,0%,-5%[9.22 µM],/,3%[10 µM],/,/
CCn1c(C)c(C(=O)O)c2cc(OC)ccc21,1%,2%,-12%,3%,6%,-1%[38.3 µM],12%
CCc1c(C(=O)NN2C(=O)C3C4CCC(O4)C3C2=O)csc1C (stereo not given),-3%,6%,19%,?,/,-2%,6%
CNC(C(=O)c1ccccc1)C(OC)c1ccccc1 (stereo not given),0%,1%,?,12%,-24%,5%[38.3 µM],12%
CC1CC(C)CN(CC(=O)c2ccc(OC(F)F)cc2)C1 (stereo not given),-2%,-16%,10%,?,6%[10 µM],10%,5%
C[C@]12CC[C@@H](O)CC1CCC1C2CC[C@]2(C)C(=O)CC[C@@H]12 (stereo not given in full),-2%,9%,/,-21%,/,7%,-3%
O=[N+]([O-])c1cc([As](=O)(O)O)ccc1O,-2%,8%,8%[20.6 µM],?,?,7%&-2%,-14%
CCOC(=O)c1c(N)n(CCN2CCOCC2)c2nc3ccccc3nc12,1%,-2%,1%[9.22 µM],8%,-5%,-8%[38.3 µM],4%
CCOc1cc(C=C2C(=O)NC(=O)NC2=O)ccc1OCC(=O)N1CCOCC1,-1%,-1%,-13%,11%,/,-1%,-2%
CCCCCCCCCCCCn1ccc(=N)cc1,/,7%,?,/,-58%[inhibitor][10 µM],/,/
CCOC(=O)c1ccc(N2C(=O)CC(N3CC=C(c4ccc(F)cc4)CC3)C2=O)cc1 (stereo not given),-3%,10%,20%,24%,-24%,19%[38.3 µM],10%
CN(CCCCC(=O)/C=N/O)Cc1ccccc1 (tested in a mixture with another compound),2%,2%,-8%,23%,3%,25%[38.3 µM],25%
Cc1ccccc1NC(=O)c1cc(-c2ccccc2)n(CCCN2CCOCC2)c1C,/,-3%,0%[9.22 µM],/,20%[10 µM],/,/
NC(=O)OCCCc1ccccc1,/,/,5%,?,14%,/,/
COc1ccc(CCn2c(O)c(C=NCc3cccnc3)c(=O)[nH]c2=O)cc1OC,2%,7%,-14%,13%,15%[10 µM],15%[38.3 µM],-11%
CCCCCCCn1c(=O)c(C(=O)Nc2cnccn2)c(O)c2ccccc21,/,8%,-35%[9.22 µM],/,-10%[10 µM],/,/
Cn1c(O)c(C2=NN(C(=O)CCl)C(c3ccccc3)C2)c(=O)n(C)c1=O (stereo not given),/,0%,6%[9.22 µM],/,3%[10 µM],/,/
Nc1c(C(=O)NCCN2CCOCC2)c2nc3ccccc3nc2n1Cc1ccco1,12%,-3%,-24%,0%,-22%,-1%[38.3 µM],-11%
C[C@@]12CCC3C(CC[C@@H]4CC(O)CC[C@@]34C)C1CCC2O (stereo not given in full),-1%,/,/,-10%,/,2%,9%
O=c1[nH]c(=O)n(-c2ccc(Br)cc2)c(O)c1C=NCCN1CCCCC1,/,15%,6%[9.22 µM],/,9%[10 µM],/,/
CN(C)CCCNCC(=O)Nc1ccc(Cl)cc1C(=O)c1ccccc1,-3%,-2%,14%,/,-14%,14%,25%

# Compound activity deposited in PubChem BioAssay by National Center for Advancing Translational Sciences (NCATS).

# Not all compounds are listed; the hit share may differ from the screen's.
